ST2 inh: IL1RL1 inhibition | AlphaLISA ST2-Fc/biotin-IL-33 interaction, 1 h | inhibition, % for hits at 17 µM | 78,000 compounds, 2.3% hits; in the data active means inhibition above about 30%; inconclusive means mostly about 10% to 28%
Target sequence (Q01638 whole entry, looked up): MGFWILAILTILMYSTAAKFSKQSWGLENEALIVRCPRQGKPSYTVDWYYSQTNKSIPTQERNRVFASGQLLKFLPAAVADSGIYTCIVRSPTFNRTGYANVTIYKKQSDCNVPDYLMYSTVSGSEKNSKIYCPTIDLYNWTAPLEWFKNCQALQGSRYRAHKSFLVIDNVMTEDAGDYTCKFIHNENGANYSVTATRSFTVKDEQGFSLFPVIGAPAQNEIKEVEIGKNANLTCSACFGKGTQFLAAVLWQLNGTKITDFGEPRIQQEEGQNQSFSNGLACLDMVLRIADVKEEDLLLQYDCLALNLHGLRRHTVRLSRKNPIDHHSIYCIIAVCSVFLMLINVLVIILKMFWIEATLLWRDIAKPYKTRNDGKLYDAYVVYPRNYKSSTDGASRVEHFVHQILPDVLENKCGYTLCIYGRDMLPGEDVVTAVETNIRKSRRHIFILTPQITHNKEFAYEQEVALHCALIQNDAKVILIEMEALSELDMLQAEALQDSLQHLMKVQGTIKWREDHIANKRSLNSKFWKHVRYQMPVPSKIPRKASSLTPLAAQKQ
Starred values were filed as active, the others as inactive; i = inactive; ? = inconclusive. A portion of the library; count on the stated rates, not on these rows.

SMILES	ST2 inh
Fc1ccccc1CN1CCN(c2cccc(Cl)c2)CC1	?
O=C(Nc1ccccc1)N1C[C@@H]2C[C@H](C1)c1c(-c3ccc(Cl)cc3)ccc(=O)n1C2	i
COCCCNC(=O)Cn1cc(/C=C2\C(=O)NC(=O)N(c3ccccc3F)C2=O)c2ccccc21	i
COC1CC(OC2CCC3(C)C(=CCC4C3CCC3(C)C(C(C)OC5OC(COC6OC(CO)C(O)C(O)C6O)C(O)C(O)C5O)CCC43O)C2)OC(C)C1OC1OC(C)C(O)C(OC)C1O (stereo not given)	i
CCCS(=O)(=O)Nc1ccc(=O)n2c1[C@@H]1C[C@@H](CN(C(=O)c3ccc(F)cc3)C1)C2	?
COc1cccc(CN2CCN(c3ccccc3OC)CC2)c1	i
O=c1c(-c2cccc(C(F)(F)F)c2)ccc2n1C[C@H]1C[C@@H]2CN(S(=O)(=O)c2cccs2)C1	i
CCC(CC)c1cc([C@H]2CN3CC[C@H]2C[C@@H]3CNC(=O)c2ccc(OC)cc2)nc(-c2ccncc2)n1	i
CN1CCN(C[C@H]2CN3CC[C@H]2C[C@@H]3CNC(=O)c2ccccc2)CC1	i
O=S(=O)(NC[C@H]1C[C@@H]2CCN1C[C@@H]2CN1CCN(c2ccccn2)CC1)c1cccs1	i
COc1ccccc1CN1CCN(Cc2ccccc2Cl)CC1	?
CCNC(=O)[C@H]1O[C@@H](n2cnc3c(N)ncnc32)[C@H](O)[C@@H]1O	i

Random excerpt: 2 compounds from above.
SMILES	ST2 inh
O=S(=O)(NC[C@H]1C[C@@H]2CCN1C[C@@H]2CN1CCN(c2ccccn2)CC1)c1cccs1	i
CCNC(=O)[C@H]1O[C@@H](n2cnc3c(N)ncnc32)[C@H](O)[C@@H]1O	i

Further entries follow.
SMILES	ST2 inh
CCc1ccc2occ(CC(=O)N3CCN(C)C4(CCN(C)CC4)C3)c2c1	i
COc1ccccc1[C@@H]1CN(C(=O)c2occc2C)[C@@H]2C3CCN(CC3)[C@@H]21	i
CC(=O)Nc1ccc(-c2ccc(=O)n3c2[C@@H]2C[C@@H](CN(C(=O)NC(C)C)C2)C3)cc1	i
O=C(CN1CCN(Cc2cccc(Cl)c2)C1=O)N1CCC2(CC1)OCCO2	i
Clc1ccccc1CN1CCN(c2ccccc2Cl)CC1	i
O=[N+]([O-])c1ccc2nc(N3CCNCC3)ccc2c1	i
CC(=O)Nc1cccc(NC(=O)c2cccn(Cc3ccccc3F)c2=O)c1	?
O=C(c1ccc(CS(=O)(=O)c2ccccc2)o1)N1CCC2(CC1)OCCO2	?
O=C(O)C1C2CCC(O2)C1C(=O)O (stereo not given)	i
O=C(NC[C@H]1C[C@@H]2CCN1C[C@@H]2CN1CCC(Cc2ccccc2)CC1)c1ccccc1	i
Brc1ccc(CN2CCN(Cc3ccc4c(c3)OCO4)CC2)cc1	?
Cc1ccccc1CN1CCN(CCO)CC1	?
CN(C)CCC(=O)c1ccc(Br)cc1	i
Cc1cccc(N2CCN(CCc3ccccc3)CC2)c1C	i
CSc1ccc(CN2CCN(C)CC2)cc1	i
Cc1cc(NC(=O)CN2C[C@@H](c3ccccc3)[C@@H]3[C@H]2C2CCN3CC2)no1	i
C#C[C@H]1CN2CC[C@H]1C[C@@H]2CNC(=S)NCCN1CCOCC1	i
COc1cccc(N2CCN(Cc3ccc(Cl)cc3)CC2)c1	?
Cn1c(C(=O)N2CCC3(CC2)OCCO3)cc2c(=O)n3ccccc3nc21	?
O=[N+]([O-])c1cc(CN2CCN(c3ccccc3)CC2)ccc1O	?
COc1ccccc1[C@@H]1CN(C(=O)Cn2nccc2C)[C@@H]2C3CCN(CC3)[C@@H]21	i
Cc1ccc(S(=O)(=O)NC[C@H]2C[C@@H]3CCN2C[C@@H]3CN2C[C@@H]3C[C@H](C2)c2cccc(=O)n2C3)cc1	i
CN(C)c1ccc(C(=O)NC[C@H]2C[C@@H]3CCN2C[C@@H]3CN2CCN(c3ccccc3)CC2)cc1	i
CC(C)=CC(=O)N1CCN(C)C2(CCN(C)CC2)C1	i

18 entries from above in another layout.
mol | ST2 inh
O=C(CN1CCN(Cc2cccc(Cl)c2)C1=O)N1CCC2(CC1)OCCO2 | i
Clc1ccccc1CN1CCN(c2ccccc2Cl)CC1 | i
O=[N+]([O-])c1ccc2nc(N3CCNCC3)ccc2c1 | i
CC(=O)Nc1cccc(NC(=O)c2cccn(Cc3ccccc3F)c2=O)c1 | ?
O=C(c1ccc(CS(=O)(=O)c2ccccc2)o1)N1CCC2(CC1)OCCO2 | ?
O=C(O)C1C2CCC(O2)C1C(=O)O (stereo not given) | i
O=C(NC[C@H]1C[C@@H]2CCN1C[C@@H]2CN1CCC(Cc2ccccc2)CC1)c1ccccc1 | i
Brc1ccc(CN2CCN(Cc3ccc4c(c3)OCO4)CC2)cc1 | ?
Cc1ccccc1CN1CCN(CCO)CC1 | ?
CN(C)CCC(=O)c1ccc(Br)cc1 | i
Cc1cccc(N2CCN(CCc3ccccc3)CC2)c1C | i
CSc1ccc(CN2CCN(C)CC2)cc1 | i
Cc1cc(NC(=O)CN2C[C@@H](c3ccccc3)[C@@H]3[C@H]2C2CCN3CC2)no1 | i
C#C[C@H]1CN2CC[C@H]1C[C@@H]2CNC(=S)NCCN1CCOCC1 | i
COc1cccc(N2CCN(Cc3ccc(Cl)cc3)CC2)c1 | ?
Cn1c(C(=O)N2CCC3(CC2)OCCO3)cc2c(=O)n3ccccc3nc21 | ?
O=[N+]([O-])c1cc(CN2CCN(c3ccccc3)CC2)ccc1O | ?
COc1ccccc1[C@@H]1CN(C(=O)Cn2nccc2C)[C@@H]2C3CCN(CC3)[C@@H]21 | i

New compounds follow
SMILES	ST2 inh
O=C(NC1(C(F)(F)F)Oc2cc(Cl)c(Cl)cc2O1)N1CCC2(CC1)OCCO2	i
Cc1cccc(C)c1NC1=NCCCS1	i
COc1ccccc1N1CCN(Cc2cc(C)ccc2C)CC1	i
O=[N+]([O-])c1ccc(N2CCN(Cc3c(Cl)cccc3Cl)CC2)cc1	?
C#C[C@H]1CN2CC[C@H]1C[C@@H]2CNC(=O)CCCC(=O)O	i
O=[N+]([O-])/C=C/c1ccc2c(c1)OCO2	?
CN(CCc1ccccn1)C[C@H]1CN2CC[C@H]1C[C@@H]2CNC(=O)c1ccc(C(F)(F)F)cc1	i
COCC(=O)NC[C@H]1C[C@@H]2CCN1C[C@@H]2CN1CCC(Cc2ccccc2)CC1	i
COc1ccc(N2CCN(Cc3ccc(Cl)cc3)CC2)cc1	44%*
COc1ccc(CN2CCN(Cc3ccccc3Cl)CC2)cc1Br	i
O=C(CN1CCN(Cc2ccc(Cl)cc2)C1=O)N1CCC2(CC1)OCCO2	i
CC1=C2C(=O)C3C(CC=C4CC(O)CCC43C)C2CCC12OC1CC(C)CNC1C2C (stereo not given)	?
O=c1c2ccccc2nc(-c2ccc([N+](=O)[O-])cc2)n1-c1ccccc1	?
Cc1nc(-c2cccs2)cc([C@H]2CN3CC[C@H]2C[C@@H]3COC(=O)Nc2cccc(C(F)(F)F)c2)n1	i
COc1ccccc1NC(=O)N1C[C@@H]2C[C@H](C1)c1c(C3CCCCC3)ccc(=O)n1C2	?
COC(=O)Nc1cccc(NC(=O)OC)c1	?
CN(C)Cc1ccccc1-c1ccc2n(c1=O)C[C@H]1C[C@@H]2CN(C(=O)C2CCCCC2)C1	i
COc1cccc(CN2CCN(c3cccc(Cl)c3)CC2)c1OC	?
O=C(C1CC1)N1CCc2cc(S(=O)(=O)N3CC4CC(C3)c3cccc(=O)n3C4)ccc21 (stereo not given)	i
O=C(NCc1ccc2c(c1)OCO2)[C@H]1CN2CCC1C[C@@H]2Cn1cc(-c2ccccn2)nn1 (stereo not given in full)	i
CN(C)C(=O)[C@H]1CN2CCC1C[C@@H]2Cn1cc(CSc2ccccc2)nn1 (stereo not given in full)	i
S=C(NCCN1CCOCC1)NC[C@H]1C[C@@H]2CCN1C[C@@H]2CN1CCOCC1	i
Cc1ccccc1-n1c(Cc2ccccc2)nc2ccccc2c1=O	i
O=c1ccc(-c2ccc(OC(F)(F)F)cc2)c2n1C[C@@H]1CNC[C@H]2C1	i
Cc1ccc(CN2CCN(c3ccccc3)CC2)c(C)c1	?
Cc1noc(C)c1NC(=O)N1CCN2CCN(C)CC2C1 (stereo not given)	i
O=S(=O)(NC[C@H]1C[C@@H]2CCN1C[C@@H]2CN1CCCC1)c1ccc(Cl)cc1	i
CN(C)c1ccc(C(=O)NC[C@H]2C[C@@H]3CCN2C[C@@H]3CN2CCN(c3ccccn3)CC2)cc1	i
COc1ccc(-c2ccc(=O)n3c2[C@@H]2C[C@@H](CN(C(=O)Nc4ccc(C)cc4)C2)C3)cc1	i
COc1ccccc1N1CCN(Cc2ccc(C)cc2)CC1	i
CC(C)CNC(=S)NC[C@H]1C[C@@H]2CCN1C[C@@H]2c1cc(-c2ccccc2)nn1C	i
CC(=O)NCCNC(=O)[C@H]1CN2CCC1C[C@@H]2Cn1cc(CN(C)Cc2ccccc2)nn1 (stereo not given in full)	?
COc1ccccc1C1N(c2ccccn2)C(=O)C2CCCN21 (stereo not given)	i
O=c1oc(-c2ccc(F)cc2)nc2ccccc12	i
O=c1c(-c2ccc(Cl)cc2)ccc2n1C[C@@H]1CNC[C@H]2C1	i
CC(c1c(O)c2ccccc2oc1=O)c1c(O)c2ccccc2oc1=O	36%*
O=C1C2CCCN2C(c2cccs2)N1c1ccccn1 (stereo not given)	i
CN1C(=O)N(C)C(=O)C(CCc2ccncc2)(CCc2ccncc2)C1=O	i
COc1ccc(C(c2c(O)c3ccccc3oc2=O)c2c(C)n(C)n(-c3ccccc3)c2=O)cc1 (stereo not given)	i
CC(=O)[C@H]1CCC2C3CC[C@H]4C[C@H](O)CC[C@]4(C)C3CC[C@@]21C (stereo not given in full)	i
Cc1ccccc1SCC(=O)O	i
COCCNC(=S)NC[C@H]1C[C@@H]2CCN1C[C@@H]2CN1CCN(c2ccccc2)CC1	i
O=C(c1ccccc1)C1CCCN(Cc2nc(-c3cccs3)no2)C1 (stereo not given)	i
C=C[C@H]1CN2CC[C@H]1C[C@@H]2CNC(=O)CCCC(=O)O	?
Cc1cccc(C(C)C)c1NC(=O)CNC(C)Cc1cnccn1 (stereo not given)	i
COc1ccn(C)c(=O)c1C#N	i
O=S(=O)(NC[C@H]1C[C@@H]2CCN1C[C@@H]2CN1CCN(c2ccccc2)CC1)c1cccs1	i
CC(=O)c1ccc(N2Cc3ccccc3C2=N)cc1	i
O=C(NC[C@H]1C[C@@H]2CCN1C[C@@H]2CN1CCN(c2ccc(F)cc2)CC1)Nc1ccccc1	?
COc1cc(NC(=S)NC[C@H]2C[C@@H]3CCN2C[C@@H]3c2cc(-c3ccccc3)nn2C)cc(OC)c1	i
CC(=O)c1ccc(N2CCN(Cc3ccc(C)cc3)CC2)cc1	i
COc1cc(/C=C/[N+](=O)[O-])cc(Br)c1O	?
O=C(Cn1nc(-c2ccccc2)ccc1=O)N1CCC2(CC1)OCCO2	?
C[C@@H]1CCC2[C@@H](C)C(=O)OC3O[C@@]4(C)CCC1[C@]32OO4 (stereo not given in full)	?
O=C(Nc1ccccc1)[C@H]1CN2CCC1C[C@@H]2Cn1cc(C2(O)CCCCC2)nn1 (stereo not given in full)	?
Cc1cc(NCCNc2ccc([N+](=O)[O-])cc2)n2c(nc3ccccc32)c1C#N	i
COc1ccccc1N1CCN(C[C@H]2CN3CC[C@H]2C[C@@H]3CNC(=O)Nc2cccc(F)c2)CC1	i
COc1ccc2n[nH]c(CN3CC[C@H](CO)[C@H](O)C3)c2c1	i
N#Cc1ccc(C(=O)N2C[C@@H]3C[C@H](C2)c2c(-c4ccc(Cl)cc4)ccc(=O)n2C3)cc1	i
CC(C)NCC(O)c1ccc([N+](=O)[O-])cc1 (stereo not given)	i

(listing goes on)
SMILES	ST2 inh
COc1ccc(CC(=O)N2CCN(C)CC2)cc1	i
COc1ccc(CCNCc2ccccn2)cc1OC	i
COCC(=O)NC[C@H]1C[C@@H]2CCN1C[C@@H]2CN1C[C@@H]2C[C@H](C1)c1cccc(=O)n1C2	i
CC(C)(C)C(=O)N1C[C@@H]2C[C@H](C1)c1ccc(-c3cccc(C(F)(F)F)c3)c(=O)n1C2	i
O=[N+]([O-])c1ccccc1CN1CCN(c2ccc(Cl)cc2)CC1	i
COc1cc[n+](OC(=O)N2CCCCC2)c(C)c1	i
COc1ccc(CN2CCN(c3cccc(C)c3C)CC2)cc1	i
CNCc1cn(C[C@H]2CC3CCN2C[C@@H]3C(=O)NCc2ccc(F)cc2)nn1 (stereo not given in full)	?
COc1ccc(C2(CN)CCCC2)cc1OC	i
COc1ccccc1CNC(=O)[C@H]1CN2CCC1C[C@@H]2Cn1cc(CN(C)Cc2ccccc2)nn1 (stereo not given in full)	?
Cc1cc(C2C[C@H]3CC[C@@H](C2)N3Cc2cc3n(n2)CCNC3)ccc1F (stereo not given in full)	i
O=C(CN1C(=O)CN=C(c2ccccc2)c2cc(Cl)ccc21)Nc1ccccc1C(F)(F)F	i
CCCN1CCc2cc(O)cc3c2[C@H]1Cc1ccc(O)c(O)c1-3	?
CN1CC2(CCCN(Cc3cc(-c4ccccn4)no3)C2)OC1=O (stereo not given)	?
CCc1nn2c(=O)cc(N3CCNCC3)nc2s1	?
Cc1nc(CC(=O)N(C)C2CCCN(CCCc3ccccc3)C2)cs1 (stereo not given)	?
CCN1CCN(Cc2ccc(OC)c(C)c2)CC1	i
Cc1cc(C)n2ncc(CN(C)C(C)Cc3ccccn3)c2n1 (stereo not given)	i
Cc1ccc(C(CN)CC(=O)O)cc1 (stereo not given)	i
Nc1ccc2c(c1)C13CCN4CC5=CCOC6CC(=O)N2C1C6C5CC43 (stereo not given)	i
O=C(c1ccccn1)N1C[C@@H]2C[C@H](C1)c1ccc(NS(=O)(=O)c3cccs3)c(=O)n1C2	i
CCC(CC)c1cc([C@H]2CN3CC[C@H]2C[C@@H]3CNC(C)=O)nc(-c2ccncc2)n1	i
Cc1cc(Br)c2[nH]cc(CCN)c2c1	i
CCCNC(=O)OC[C@H]1C[C@@H]2CCN1C[C@@H]2c1cc(-c2ccccc2OC)nc(C)n1	?
CC(N)C(=O)OC(C)(C)Cc1ccc(Cl)cc1 (stereo not given)	i

Assay outcomes: PubChem, IUPUI and University of Michigan
